mHTT CaM bind – mHTT-calmodulin interaction abrogation; AlphaScreen His-mHTT/GST-CaM binding, luminescence; inhibition, % at 15 µM; P42858; 190,000 tested, 3.6% active;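 note: 0% = both proteins with DMSO and 100% = one protein alone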
Target sequence (P42858 whole entry, looked up, stated change not applied): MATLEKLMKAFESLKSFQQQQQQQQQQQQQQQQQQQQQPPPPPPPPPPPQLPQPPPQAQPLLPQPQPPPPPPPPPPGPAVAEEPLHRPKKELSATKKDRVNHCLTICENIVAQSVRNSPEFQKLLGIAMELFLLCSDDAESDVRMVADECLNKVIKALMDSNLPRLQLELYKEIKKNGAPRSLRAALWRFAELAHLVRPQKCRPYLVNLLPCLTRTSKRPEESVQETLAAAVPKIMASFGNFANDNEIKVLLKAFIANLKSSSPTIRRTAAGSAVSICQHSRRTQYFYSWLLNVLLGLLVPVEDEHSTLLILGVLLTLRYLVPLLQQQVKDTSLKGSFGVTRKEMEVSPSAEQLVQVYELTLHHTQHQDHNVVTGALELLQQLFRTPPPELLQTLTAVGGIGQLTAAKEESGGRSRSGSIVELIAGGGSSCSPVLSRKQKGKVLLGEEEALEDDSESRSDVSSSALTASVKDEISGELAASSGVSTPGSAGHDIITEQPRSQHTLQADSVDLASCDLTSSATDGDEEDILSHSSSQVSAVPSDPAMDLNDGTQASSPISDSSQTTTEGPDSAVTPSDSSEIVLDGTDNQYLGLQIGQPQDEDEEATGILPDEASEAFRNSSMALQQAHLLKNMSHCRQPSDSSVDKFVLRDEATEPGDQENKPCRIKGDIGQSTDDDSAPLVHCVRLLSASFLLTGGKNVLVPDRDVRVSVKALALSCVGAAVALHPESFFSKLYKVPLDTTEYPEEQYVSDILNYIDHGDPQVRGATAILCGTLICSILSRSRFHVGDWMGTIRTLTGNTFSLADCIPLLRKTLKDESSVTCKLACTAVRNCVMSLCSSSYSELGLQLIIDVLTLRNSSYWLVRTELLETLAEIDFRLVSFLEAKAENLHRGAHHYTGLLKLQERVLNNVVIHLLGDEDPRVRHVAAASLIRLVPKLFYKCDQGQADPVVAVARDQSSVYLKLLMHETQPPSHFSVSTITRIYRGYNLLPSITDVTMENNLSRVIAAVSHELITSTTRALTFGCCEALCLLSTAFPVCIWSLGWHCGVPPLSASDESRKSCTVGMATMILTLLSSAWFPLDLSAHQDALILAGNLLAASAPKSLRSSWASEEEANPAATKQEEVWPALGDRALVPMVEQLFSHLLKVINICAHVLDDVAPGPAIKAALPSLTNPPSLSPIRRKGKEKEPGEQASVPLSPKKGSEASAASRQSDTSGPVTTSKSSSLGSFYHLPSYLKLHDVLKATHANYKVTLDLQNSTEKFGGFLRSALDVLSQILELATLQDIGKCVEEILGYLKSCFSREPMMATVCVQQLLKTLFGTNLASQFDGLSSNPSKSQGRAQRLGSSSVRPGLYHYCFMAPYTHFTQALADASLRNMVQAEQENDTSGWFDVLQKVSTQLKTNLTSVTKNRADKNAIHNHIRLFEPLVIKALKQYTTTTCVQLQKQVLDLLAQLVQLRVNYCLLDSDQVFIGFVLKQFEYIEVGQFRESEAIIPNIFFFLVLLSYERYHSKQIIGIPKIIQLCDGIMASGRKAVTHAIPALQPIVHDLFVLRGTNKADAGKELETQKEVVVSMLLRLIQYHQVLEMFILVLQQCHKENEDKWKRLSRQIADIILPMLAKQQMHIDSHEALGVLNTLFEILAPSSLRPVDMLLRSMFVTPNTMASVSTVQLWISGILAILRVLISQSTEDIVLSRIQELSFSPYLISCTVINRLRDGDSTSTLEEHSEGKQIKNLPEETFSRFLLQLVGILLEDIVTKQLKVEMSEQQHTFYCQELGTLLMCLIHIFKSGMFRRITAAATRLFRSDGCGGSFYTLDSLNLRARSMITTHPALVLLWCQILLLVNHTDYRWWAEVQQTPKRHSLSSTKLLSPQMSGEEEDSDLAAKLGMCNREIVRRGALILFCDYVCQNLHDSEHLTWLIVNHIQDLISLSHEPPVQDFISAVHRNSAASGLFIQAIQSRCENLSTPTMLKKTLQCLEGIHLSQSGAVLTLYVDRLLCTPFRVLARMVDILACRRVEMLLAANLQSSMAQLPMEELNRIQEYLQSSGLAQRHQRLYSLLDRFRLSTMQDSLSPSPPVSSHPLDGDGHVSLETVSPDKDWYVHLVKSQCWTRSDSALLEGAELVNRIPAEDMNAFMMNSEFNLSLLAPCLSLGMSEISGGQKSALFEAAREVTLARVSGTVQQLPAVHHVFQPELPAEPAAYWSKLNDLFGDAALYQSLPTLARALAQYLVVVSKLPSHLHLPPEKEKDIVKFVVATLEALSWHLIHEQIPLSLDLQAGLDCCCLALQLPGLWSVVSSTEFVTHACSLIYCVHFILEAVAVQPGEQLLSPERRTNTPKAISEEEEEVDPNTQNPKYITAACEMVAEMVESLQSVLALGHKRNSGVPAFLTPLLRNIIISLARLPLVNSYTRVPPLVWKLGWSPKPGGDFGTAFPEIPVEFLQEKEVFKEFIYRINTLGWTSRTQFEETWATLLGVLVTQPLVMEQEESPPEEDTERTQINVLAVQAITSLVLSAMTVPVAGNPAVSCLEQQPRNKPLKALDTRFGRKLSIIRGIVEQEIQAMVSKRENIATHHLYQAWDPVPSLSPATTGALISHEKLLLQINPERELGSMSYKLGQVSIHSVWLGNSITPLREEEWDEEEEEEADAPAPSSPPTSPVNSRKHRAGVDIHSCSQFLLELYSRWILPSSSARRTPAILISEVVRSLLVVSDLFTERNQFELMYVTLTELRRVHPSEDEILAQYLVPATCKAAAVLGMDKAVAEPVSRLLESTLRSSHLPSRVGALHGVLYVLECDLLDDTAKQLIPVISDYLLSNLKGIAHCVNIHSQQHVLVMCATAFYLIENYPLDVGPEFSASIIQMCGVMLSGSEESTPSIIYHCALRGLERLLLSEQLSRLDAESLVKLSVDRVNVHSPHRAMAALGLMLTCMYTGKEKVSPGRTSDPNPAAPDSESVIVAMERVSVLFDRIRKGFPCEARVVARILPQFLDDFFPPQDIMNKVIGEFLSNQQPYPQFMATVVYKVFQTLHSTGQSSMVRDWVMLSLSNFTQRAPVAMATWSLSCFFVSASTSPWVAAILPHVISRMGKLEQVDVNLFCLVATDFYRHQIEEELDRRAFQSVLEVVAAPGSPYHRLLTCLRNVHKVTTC
Pf apPOL block – Pf-apPOL DNA polymerase inhibition. Recombinant Pf-apPOL, molecular beacon fluorescence, 1.5 h. inhibition, % at 10 µM. 210,000 tested, 0.25% active
An asterisk follows results filed as active; · = no result given; & = joins results of further samples. Cut-off read from the data, not from the text of the source: active = inhibition above about 50%; inactive = the rest.

SMILES	mHTT CaM bind	Pf apPOL block
O=C(Nc1cccc(NC(=O)c2ccccc2Cl)c1)c1ccccc1Cl	1	-5
COCCN1C(=O)CCc2cc(NC(=O)c3ccc(Br)o3)ccc21	-1	-3
N#Cc1cccc(C(=O)Nc2cnc(N3CCCCC3)nc2)c1	6	0
CC(NC(=O)Cc1c(F)cccc1Cl)C(=O)N1CCN(c2ccccn2)CC1 (centres undefined)	5	1
Cc1cc(C)cc(N2CCC(NC(=O)Cc3ccc(F)cc3)C2=O)c1 (centres undefined)	-3	1
CC(C)(C)c1ccc(S(=O)(=O)N2CCC(C(=O)NCc3cscn3)CC2)cc1	4	-4
CCOC(=O)C1=C(C)c2ccccc2OC1(C)C(=O)OCC (centres undefined)	-32	16
c1ccc(SCc2nn[nH]n2)nc1	·	35
COc1cc(OC)c(OC)cc1C=C1Oc2c(ccc(O)c2CN2CCCC2)C1=O	3	-1
O=C(Nc1cccc(C(F)(F)F)c1)N1CCOC12CCCCC2	·	-2&-5
CCc1ccc(Sc2cc(C(=O)NCCN3CCOCC3)c3ccccc3n2)cc1	42	-16
CS(=O)(=O)N1CCC(CNC(=O)C(=O)NCc2ccc(F)cc2)CC1	-3	5
COc1ncccc1CNC(=O)c1nccc2ccccc12	-13	2
COc1ccccc1N1CCN(C2CCCC(C)C2)CC1 (centres undefined)	-6	1
CC(=O)N1CCN(c2nc3c(s2)CC(C(=O)NCc2ccc(C(C)C)cc2)CC3)CC1 (centres undefined)	3	-8
CC1CCCCN1c1nc(-c2ccc([N+](=O)[O-])cc2)nc2ccccc12 (centres undefined)	5	-2
COc1ccc(C=C2Oc3cc(OC(=O)C(C)(C)C)ccc3C2=O)c(OC)c1OC	-21	-3
CCC(CC)NCc1ccc2c(c1)OCO2	1	-6
Cc1ccc(-c2ccnc3c(C(=O)NCc4ccccc4)cnn23)cc1C	-2	-2
Cc1nc2scc(C)n2c(=O)c1NC(=O)c1ccccc1C(F)(F)F	0	0
CC(=NC(N)=Nc1nc(C)c2cc(C)ccc2n1)c1ccccc1C(=O)O	7	-6
CCC(NCc1cccnc1)c1ccc(OC)c(OC)c1 (centres undefined)	2	-11
CC(C)Oc1ncnc2c1sc1nc(N3CCOCC3)c3c(c12)CC(C)(C)OC3	1	-6
COc1ccc(C2=N/C(=C\c3ccc(Cl)cc3)C(=O)O2)c(Br)c1	2	-3
Cc1nn(-c2ccc(C(=O)NCc3ccc(F)cc3)cc2)c2c1C(=O)CCC2	5	2
CCNCCNC(=O)c1c(O)c2cc(F)cc3c2n(c1=O)C(C)CC3 (centres undefined)	98*	-66
CCOC(=O)c1oc2cc(OCC(=O)c3ccccc3)ccc2c(=O)c1-c1ccc2c(c1)OCCO2	9	-5
CCCCN1N=C(C(=O)N2CCCC2)S(=O)(=O)c2ccccc21	-3	-2
CC1Oc2ccccc2N(Cc2nc(-c3cccc(Br)c3)no2)C1=O (centres undefined)	-27	3
Oc1[nH]c2ccccc2c1C=Nc1ccccc1F	8	-2
Cn1cccc1C(=O)N1CCCC(c2nc(-c3ccc(F)cc3)n[nH]2)C1 (centres undefined)	42	11
CCOc1ccc(-n2nc(C(=O)Nc3cc(OC)ccc3OC)c3ccccc3c2=O)cc1	2	2
CCc1cc2c(=O)c(-c3ccc4c(c3)OCCO4)c(CC)oc2cc1OCC(=O)OC	-3	3
CCc1onc(C)c1C1CCCN1C(=O)Cc1cccs1 (centres undefined)	29	-1
CN(Cc1ccccc1)C(=O)c1cn2c(n1)COCC2	-2	-1
O=C(Nc1ccc(N2CCOCC2)c(Cl)c1)c1cncc(Br)c1	-5	-3
O=C(c1ccccc1Br)N1CCc2nc(-c3ccc(F)cc3)ncc2C1	15	5
Cc1ccc(-n2cc(C(=O)NCc3cccs3)nn2)cc1C	2	1
Cc1nc2ccc(NC(=O)N(C)C)cc2nc1C	3	3
CCC(=O)Nc1cccc(-c2noc(C3CCCN(C(=O)CCc4ccccc4)C3)n2)c1 (centres undefined)	13	3

Some of the entries so far, as labelled records.
SMILES: CC1Oc2ccccc2N(Cc2nc(-c3cccc(Br)c3)no2)C1=O (centres undefined)
- mHTT CaM bind: -27
- Pf apPOL block: 3

SMILES: Oc1[nH]c2ccccc2c1C=Nc1ccccc1F
- mHTT CaM bind: 8
- Pf apPOL block: -2

SMILES: Cn1cccc1C(=O)N1CCCC(c2nc(-c3ccc(F)cc3)n[nH]2)C1 (centres undefined)
- mHTT CaM bind: 42
- Pf apPOL block: 11

SMILES: CCOc1ccc(-n2nc(C(=O)Nc3cc(OC)ccc3OC)c3ccccc3c2=O)cc1
- mHTT CaM bind: 2
- Pf apPOL block: 2

Continued:
SMILES	mHTT CaM bind	Pf apPOL block
O=C(Nc1cc(Cl)ccc1O)c1ccccc1CN1CCOCC1	·	-2
Cc1nc2c(C(=O)NC3CC3)cnn2c(C)c1Cc1cccc(Br)c1	92*	-4
O=C(c1ccc([N+](=O)[O-])o1)N1CCC(Cn2cnc3ccccc32)CC1	-11	-4
COc1ccc(NC(=O)C2CCN(c3nccnc3Oc3ccccc3)CC2)c(OC)c1	11	0
COc1cccc(C(=O)Nc2c3c(nn2-c2ccccc2C)CS(=O)(=O)C3)c1OC	-1	-6
CCCc1cc(-n2ccnc2)n2c(nc3ccccc32)c1C#N	-9	1
COc1ccc(NC(=O)C[C@H]2C(=O)N(Cc3ccccc3)C[C@@H]2Cc2ccccc2)cc1	28	-3
O=[N+]([O-])c1cc(C=Nc2c(-c3ccco3)nc3ccccn23)c(Cl)cc1Cl	23	6
Cc1cccc(N2CC(C(=O)N3CCCCCC3)CC2=O)c1 (centres undefined)	-4	-2
Cc1cc(NC(=O)CCN2CCC(C(N)=O)CC2)ccc1Br	11	-5
CCN1CCN(C(=O)c2cc3c(s2)CCN(C(=O)c2ccc(F)cc2)C3)CC1	4	0
Cc1ccccc1C(=O)N1CCCCC1CCN1CCN(C)CC1 (centres undefined)	4	-4
Cc1ccc(Cn2nc(C(=O)NCC3CCCO3)ccc2=O)cc1 (centres undefined)	-10	-9
COCCOCC(=O)N1c2ccccc2C(C)(c2ccc(Cl)cc2)CC1(C)C (centres undefined)	34	-6
COc1cc(CNC(=O)C2c3ccccc3CC(=O)N2Cc2ccccc2)cc(OC)c1 (centres undefined)	10	-1
CCOC(=O)N1CCC(NC(=O)c2ccc(OCc3nc(C4CC4)cs3)cc2)CC1	-12	-16
Cc1nc(CNC(=O)C2CCCN2S(=O)(=O)c2cccs2)cs1 (centres undefined)	-5	-2
O=C1CCN(Cc2ccc(O)cc2)CCN1[C@H](CO)Cc1ccccc1	-4	-1
O=C(NCc1c(F)cccc1F)C1CN(C(=O)c2c[nH]c3ccccc23)C1	-5	4
COc1ccc(S(=O)(=O)N2CCN(Cc3ccc4c(c3)OCO4)CC2)cc1OC	6	-2
O=C(c1csc(COc2ccccc2Cl)n1)N1CCCC1	-10	-7
COc1ccc(CN(C)CCN(C)C)c(OC)c1C	-2	-6
COc1ccc(CNC(=O)CCCCCn2nnc3ccccc3c2=O)cc1	12	-9
CSc1nn(-c2ccccc2)cc1C(=O)Sc1cccs1	·	-16
COc1ccc(C(=O)NC(C)C2COc3ccccc3O2)c(OC)c1 (centres undefined)	8	13
O=C(O)C1CCCCN1C(=O)c1ccccc1 (centres undefined)	-4	0
O=C(c1csc(-c2ccncc2)n1)N1CCC(N2CCCCC2)CC1	-11	-2
COc1ccccc1C(=O)Nc1cc2nn(-c3ccccc3)nc2cc1C	2	-5
CCC(=O)Nc1cc(C(=O)O)ccc1C	-2	0
Cc1cccc(NC(=O)NC2CC(=O)N(c3cccc(F)c3)C2)n1 (centres undefined)	-1	-6
CNC(=O)N1CCCC(c2cccc(C(=O)NCc3ccccc3C)c2)C1 (centres undefined)	3	3
COc1ccc(Oc2nc3c(c(=O)n(C)c(=O)n3C)n2Cc2cccc(Br)c2)cc1	-3	5
OC(c1ccccc1)(c1ccccc1)c1nccn1Cc1ccccc1	4	2
O=C(c1cccs1)N1CCN(c2ccc([N+](=O)[O-])c(NC3CC3)c2)CC1	26	-1
O=C(c1nccc2ccccc12)N1CCc2cc(-c3ccno3)ccc21	-1	-2
Nc1nc(SCC(=O)NCc2ccco2)[nH]c(=O)c1NC(=O)c1cccs1	-15	-3
COc1ccc(N2CCN(CC(=O)NCc3ccncc3)C2=O)cc1	-5	-1
Cc1ccc(C)c(Cc2c(C)nc3c(C(=O)NC(C)C)cnn3c2C)c1	79*	-9
CN(C)CCCNC(=O)c1ccc(N2CCNC(c3ccccc3)C2)nc1 (centres undefined)	13	-7
Cc1ccc(-n2nc(C)c3sc(N4CCCC(C(=O)NCc5ccc(C)o5)C4)nc32)cc1 (centres undefined)	38	-7

Taken from above:
Pf apPOL block result of `CSc1nn(-c2ccccc2)cc1C(=O)Sc1cccs1` : -16
Pf apPOL block result of `COc1ccc(N2CCN(CC(=O)NCc3ccncc3)C2=O)cc1` : -1
Pf apPOL block result of `OC(c1ccccc1)(c1ccccc1)c1nccn1Cc1ccccc1` : 2
mHTT CaM bind result of `Cc1cccc(NC(=O)NC2CC(=O)N(c3cccc(F)c3)C2)n1` (centres undefined) : -1
Pf apPOL block result of `COc1ccc(CNC(=O)CCCCCn2nnc3ccccc3c2=O)cc1` : -9

Record cards, from the list above:
`COc1ccc(CNC(=O)CCCCCn2nnc3ccccc3c2=O)cc1` is entered as mHTT CaM bind = 12; Pf apPOL block = -9
`CCC(=O)Nc1cc(C(=O)O)ccc1C` is entered as mHTT CaM bind = -2; Pf apPOL block = 0
`COc1ccc(N2CCN(CC(=O)NCc3ccncc3)C2=O)cc1` is entered as mHTT CaM bind = -5; Pf apPOL block = -1

Sorted by number of heavy atoms (largest number first): 3 of the compounds above.
SMILES	mHTT CaM bind	Pf apPOL block
COc1cc(CNC(=O)C2c3ccccc3CC(=O)N2Cc2ccccc2)cc(OC)c1 (centres undefined)	10	-1
Cc1nn(-c2ccc(C(=O)NCc3ccc(F)cc3)cc2)c2c1C(=O)CCC2	5	2
Cc1ccc(-n2cc(C(=O)NCc3cccs3)nn2)cc1C	2	1

The results go on.
SMILES	mHTT CaM bind	Pf apPOL block
COc1ccc(C2CC(C(F)(F)F)n3nc(C(=O)NC(C)(C)C)c(Cl)c3N2)cc1OC (centres undefined)	26	-6
Cc1ccc(-c2cc(CN(C(=O)c3cccs3)C3CC3)no2)cc1C	-16	0
O=C(Nc1ccccc1OC(F)(F)F)c1cccs1	-11	0
COc1cc(SC)ccc1C(=O)Nc1ccc2c(c1)N(C(C)=O)c1ccccc1CC2	25	-5
COc1cc(Cl)cc(/C=C2\C(=O)NN(c3ccc(F)c(Cl)c3)C2=O)c1O	42	0
CC(=O)N1CC(=O)NC(=Cc2cccnc2)C1=O	·	52*
CC12C=CC(O1)C1C(=O)N(c3ccccc3[N+](=O)[O-])C(=O)C12 (centres undefined)	-3	-4
C=CCOc1ccc(C2C(=C(O)c3ccc(OC)cc3)C(=O)C(=O)N2CCN2CCNCC2)cc1 (centres undefined)	11	-8
O=C(CSc1nc2c(c(=O)n1-c1ccccc1)SCC2)NCC1CCCO1 (centres undefined)	-14	-8
COc1nccnc1N1CCC(NC(=O)Cc2c[nH]c3ccccc23)C1 (centres undefined)	25	0
O=C(NCc1ccco1)C(=O)Nc1ccon1	-8	-5
CCCn1c(=N)c(C(=O)NCc2ccco2)cc2c(=O)n3cccc(C)c3nc21	21	-2
